NR2E3 ag-1 = NR2E3 (human) agonism; Q9Y5X4; GST-NR2E3/biotin-RetCOR TR-FRET, 1536-well; inhibition of corepressor binding, % at 4.78 µM; hit rate 0.12% among 320,000; AID 2300;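 active means percent inhibition above the cutoff of mean plus 3 SD of all tested compounds, set per screening campaign, cut at about 20% in these data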;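 further: 0% = DMSO wells and 100% = biotin wells as full block of FRET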
Target sequence (Q9Y5X4 whole entry, looked up): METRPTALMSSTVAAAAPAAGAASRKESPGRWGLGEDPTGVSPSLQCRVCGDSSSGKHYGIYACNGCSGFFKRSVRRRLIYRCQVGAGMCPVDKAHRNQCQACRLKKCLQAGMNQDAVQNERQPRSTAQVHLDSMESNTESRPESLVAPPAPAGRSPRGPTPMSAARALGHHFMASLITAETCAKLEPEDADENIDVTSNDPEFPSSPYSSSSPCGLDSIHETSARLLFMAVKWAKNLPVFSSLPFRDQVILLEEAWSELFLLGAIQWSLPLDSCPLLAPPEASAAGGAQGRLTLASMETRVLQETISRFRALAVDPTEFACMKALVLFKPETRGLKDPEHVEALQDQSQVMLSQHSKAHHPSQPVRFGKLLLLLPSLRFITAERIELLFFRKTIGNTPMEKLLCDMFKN
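Material: NR2E3–RetCOR corepressor complex | Quantity: 1.35 nM GST-tagged NR2E3 final | Schedule: 5 h at 4 °C | Replication: Singlicate compound wells | Reagent: RetCOR corepressor, biotinylated, 7 nM | Controls: Biotin wells as high control, 0.6% DMSO wells as low control | Signal: TR-FRET, Eu(K)-anti-GST donor, streptavidin-D2 acceptor, ex 340, em 617/671 nm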
NR2E3 ag-2 = human photoreceptor-specific nuclear receptor agonism; AID 602229; CHO-S Gal4-NCOR/VP16-NR2E3 two-hybrid, luciferase; hit rate 0.35% among 360,000; inhibition of corepressor binding, % at 3.98 µM; Q9Y5X4;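 active means inhibition above the mean of all tested compounds plus 3 SD, cut at about 70% in these data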;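 further: 0% = DMSO with NR2E3 transfected cells and 100% = cells lacking NR2E3 construct; higher means lower luciferase signal from less NR2E3 corepressor binding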
CaV13 ICDI inh = Primary screen for inhibitors of IQ motif and Ca2+-dependent inactivation inhibitor domain binding in CACNA1D, Förster resonance energy transfer in living cells, …. HEK cells, CFP/YFP FRET ICDI-IQ, plate reader, 10 min; percent FRET-ratio fall versus neutral wells. inhibition, % at 12.3 µM. hit rate 0.098% among 340,000;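 active means mean replicate inhibition of at least 30% and at least 1% of replicates passing that level; inconclusive means only one of the two criteria is met; inactive means neither criterion is met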;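 further: 0% = median of the neutral control wells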
CF NFkB inh = blocks PAF-induced NF-kB reporter in cystic fibrosis cells. KKLEB NF-kB-GFP reporter, GFP fluorescence overnight. inhibition, % at 5 µM. hit rate 0.86% among 360,000;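 active means at least 50% inhibition at 5 µM, scaled per plate between neutral and stimulator controls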;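 further: PAF is a Pseudomonas aeruginosa culture filtrate used as stimulus; plate controls were PAF-stimulated DMSO wells for no effect and unstimulated DMSO wells for full effect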
HIF-2a block = inhibitors of HIF-2a; 786-0 RCC cells HIF-2a reporter, luciferase luminescence, overnight; inhibition, % at 18.8 µM; hit rate 0.72% among 360,000; AID 624352;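 active means inhibition of the luminescence signal of 40% or more relative to plate controls, in a single-dose primary screen at 18.75 µM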
PDI inh = blocks human protein disulfide isomerase activity. P07237. hit rate 0.052% among 350,000. PDI insulin aggregation turbidity, A650, 90 min. inhibition, % at 10 µM;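 active means mean inhibition across replicates of 30% or more, whatever share of single replicates reach that level; inconclusive means mean inhibition below 30% while every single replicate reaches 30%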;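 further: absorbance from insulin aggregation driven by PDI reduction with DTT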
Target sequence (P07237 whole entry, looked up): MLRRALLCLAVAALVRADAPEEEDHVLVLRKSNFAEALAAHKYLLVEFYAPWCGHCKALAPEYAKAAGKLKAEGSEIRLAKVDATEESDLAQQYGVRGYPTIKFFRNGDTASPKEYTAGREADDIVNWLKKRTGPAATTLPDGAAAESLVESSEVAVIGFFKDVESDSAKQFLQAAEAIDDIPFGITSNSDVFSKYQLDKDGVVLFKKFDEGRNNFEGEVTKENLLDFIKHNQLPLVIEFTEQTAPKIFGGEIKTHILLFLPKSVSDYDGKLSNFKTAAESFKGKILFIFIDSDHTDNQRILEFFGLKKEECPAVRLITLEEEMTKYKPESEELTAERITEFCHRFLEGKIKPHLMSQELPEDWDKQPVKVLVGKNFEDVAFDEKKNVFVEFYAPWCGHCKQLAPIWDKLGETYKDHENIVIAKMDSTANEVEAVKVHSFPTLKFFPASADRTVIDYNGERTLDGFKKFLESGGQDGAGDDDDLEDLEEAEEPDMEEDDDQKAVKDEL
Shn3 3UTR inh = Schnurri-3 reporter inhibition in Clone20 osteoblasts | Clone20 osteoblast Shn3 3'UTR firefly luciferase, 24 h | inhibition, % at 12.5 µM | hit rate 0.52% among 360,000 | AID 588674;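 active means mean inhibition of at least 75% with every replicate also reaching 75%; inconclusive means mean inhibition at least 75% but some replicate below; inactive means mean inhibition below 75%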;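 further: 0% = median of neutral control wells and 100% = pilot-screen positive control compound; some compounds past the cut are filed as inactive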
Peg3 prom inh = inhibitors of Peg3 promoter | inhibition, % at 20 µM | hit rate 1.7% among 360,000 | AID 588405 | HeLa PEG-Prom luciferase reporter, luminescence, overnight;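 active means inhibition of at least 50% at 20 µM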
TRPM1 prom inh = inhibitors of MITF-driven TRPM1 promoter in melanoma cells. AID 488899. SK-MEL-5 TRPM1 promoter luciferase, 24 h. hit rate 0.83% among 330,000. inhibition, % at 12.5 µM;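 active means mean inhibition across replicates of 60% or more, whatever share of single replicates reaches that level; inconclusive means some that reach 60%, reason not given; inactive means mean inhibition across replicates below 60%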; further: values of inactives mirror those of a sister screen read the other way
Vif imaging = blocks HIV Vif function | hit rate 0.35% among 340,000 | inhibition, % at 7.49 µM | HEK293T cells, Vif self-association by quenched fluorescence, imaging, 24 h | AID 602346; in the data active means inhibition above about 50%, passing the limit was not always enough; inconclusive means no clear call, values can overlap the other calls; inactive means below about 31%; further: some results filed as inactive read as strong as hits
KKLEB tox = CF airway cell cytotoxicity counter-screen; KKLEB CF airway cells viability, ATPlite luminescence, overnight; active compounds read low; cells stimulated with P. aeruginosa culture filtrate; activity change (cytotoxicity), % at 5 µM; hit rate 0.36% among 360,000;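 active means corrected activity change at or below -50% at 5 µM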
* marks the source's active call; other numbers are inactive results; ? = inconclusive; · = not tested or not shown.

Compound | NR2E3 ag-1 | NR2E3 ag-2 | CaV13 ICDI inh | CF NFkB inh | HIF-2a block | PDI inh | Shn3 3UTR inh | Peg3 prom inh | TRPM1 prom inh | Vif imaging | KKLEB tox
CN1CCN(c2ccc(NC(=O)c3ccc(Br)o3)cc2)CC1 | 2 | -107 | -5 | 32 | -158 | 7 | -78 | -225 | -39 | -6 | -20
CC(=O)N(C(C)=O)c1ccc(Oc2ccc(Oc3ccc(N(C(C)=O)C(C)=O)cc3)cc2)cc1 | · | -51 | -6 | 40 | 68* | -2 | -17 | -84 | · | · | 18
CCOC(=O)CC(=O)CSc1nc2cc(C)ccc2cc1C | 2 | 7 | -4 | -4 | 12 | -3 | -3 | 22 | 19 | -22 | -7
CC(CN(C)Cc1ccccc1)OC(=O)c1ccc(F)cc1 (configuration not stated) | -1 | 14 | -1 | 19 | 1 | -3 | -11 | -9 | 7 | -6 | -8
C=CCN(c1ccccc1)S(=O)(=O)c1cccc(C(=O)N(CC)CC(=O)Nc2c(F)cccc2F)c1 | -1 | -6 | -6 | 8 | 13 | 1 | 2 | 24 | 0 | -9 | -2
N=c1c2c(ncn1CCCO)Oc1ccc3ccccc3c1C2c1ccccc1 (configuration not stated) | -5 | 4 | -5 | -2 | 6 | -3 | 25 | 13 | · | 12 | -14
COc1ccc2ccccc2c1/C=N/NC(=O)c1sc(N)c(C#N)c1C | 0 | 6 | -3 | 10 | 19 | -1 | -25 | 14 | -4 | 6 | 8
CC1CC(C)CN(CCCNC(=O)c2cn(C)c3ccc(S(=O)(=O)N4CCCC4)cc3c2=O)C1 (configuration not stated) | 3 | 17 | -1 | 7 | 18 | -4 | -1 | -10 | 1 | 7 | 2
CC(=O)NC(c1cccs1)c1cc(Br)c2cccnc2c1O (configuration not stated) | · | -23 | -5 | 15 | 22 | -6 | 77 | 48 | · | · | -13
COc1cccc(-n2c(=O)[nH]cc(C(=O)Nc3ccc(NC(C)=O)cc3)c2=O)c1 | 5 | -18 | -6 | 24 | 13 | 0 | 9 | 3 | 2 | 23 | 6
O=C(Nc1cccc(Cl)c1Cl)Nn1cnnc1 | 2 | 22 | · | -15 | -5 | 8 | 7 | 8 | -3 | -5 | -6
O=C(NN1C(=O)C2C3C=CC(O3)C2C1=O)c1cccc(O)c1 (configuration not stated) | 2 | 2 | -6 | 6 | 16 | -3 | -14 | 0 | -8 | -2 | 4
CC(=O)Oc1ccc(C(=O)Nc2ccccc2C(=O)Nc2ccc(C(=O)O)cc2)cc1 | 1 | 2 | -6 | -11 | 9 | -45 | -17 | 8 | 2 | 30 | 6
Cc1ccc(CN2CCN(/N=C/c3cc([N+](=O)[O-])ccc3Cl)CC2)cc1 | 1 | -13 | · | 2 | 17 | 6 | 2 | -6 | 0 | 3 | 1
CC(C)(C)NC(=O)C[C@H]1C[C@H](C(=O)N2CCCCC2)[C@@]2(C)c3[nH]c4cc(-c5ccco5)ccc4c3CCN2C1=O | · | -9 | -6 | 13 | 20 | 5 | 16 | 7 | 12 | 2 | -13
CC(C)n1ncc2c(C(=O)N3CCN(S(=O)(=O)c4cccc(F)c4)CC3)cc(C3CC3)nc21 | · | -8 | -16 | 1 | 1 | 2 | -20 | -3 | · | 1 | 0
CC(=O)N1C(=S)NC(=O)/C1=C1/C(=O)N(CC(=O)Nc2cccc(C)c2)c2ccccc21 | -1 | -17 | -5 | 5 | 25 | 1 | 4 | 9 | 0 | -1 | 0
Cc1ccc(Cn2nnc3c(=O)[nH]c(C4CCCN(S(=O)(=O)c5ccccc5)C4)nc32)cc1 (configuration not stated) | 3 | -8 | · | 4 | 14 | -2 | 13 | 23 | 6 | 11 | 14
COC(=O)c1nc(N)sc1-c1ccc(Cl)c(Cl)c1 | 0 | -31 | 9 | 10 | -13 | -4 | 4 | 27 | 2 | -1 | -19
COc1ccc(NS(=O)(=O)c2ccc3c(c2)N(C(C)=O)CCO3)c(OC)c1 | 0 | -9 | -7 | -10 | -1 | -8 | 17 | 19 | 6 | 0 | -1
Cc1nn(C)c(Oc2ccc(Cl)cc2)c1C(=O)Nc1ccc(F)cc1F | 0 | -3 | -7 | -4 | 7 | 2 | 26 | 15 | -13 | · | 0
CC1CCCC(NC(=O)COC(=O)CCSc2ccccc2)C1C (configuration not stated) | -3 | 29 | 6 | 1 | 5 | 2 | -4 | 9 | 8 | -1 | -4
CCc1nnc(NC(=O)c2cc(S(=O)(=O)N(C)c3ccc(OC)cc3)ccc2Cl)s1 | -1 | -25 | · | -27 | 8 | -1 | -12 | 7 | 4 | -5 | 3
CCOc1c2ccc(C(=O)N[C@H](C)C3CCCCC3)cc2nn1CCOC | 4 | -3 | -5 | -6 | 10 | -11 | -17 | 7 | -6 | 8 | -8
Cc1ccc(C(O)c2ncc(-c3cccc4ccccc34)[nH]2)c(C)c1 (configuration not stated) | · | -23 | -4 | -4 | 4 | -41 | -17 | 7 | · | -6 | -10
Cc1noc(C)c1C(=O)Nc1ccc(F)c(F)c1 | 4 | 20 | -2 | -3 | 6 | -4 | -6 | 1 | -8 | 10 | 8
CCCCN(CCCNC(=O)C1CCN(S(=O)(=O)N2CCOCC2)CC1)Cc1ccccc1 | · | -8 | · | 0 | -9 | 2 | 2 | -2 | 1 | 0 | 6
O=C1CN(C(=O)/C=C/c2ccco2)c2ccccc2N1 | -2 | -17 | -5 | 2 | -23 | -4 | 6 | -18 | -3 | 0 | -20
CC(NC(=O)CN(C)CC(=O)Nc1cccc(F)c1)c1ccccc1 (configuration not stated) | 1 | 6 | -1 | 15 | 3 | 1 | 5 | -1 | 7 | -5 | 5
COc1ccc(/C=C(\NC(=O)c2ccc(C)cc2)C(=O)NCCN2CCOCC2)cc1 | 3 | -27 | 0 | 9 | -1 | 5 | 6 | 15 | -5 | ? | -29
COC(=O)c1[nH]c2c(c1C)C(=O)CC(c1ccc(OC)cc1)C2 (configuration not stated) | -1 | -26 | -20 | 16 | 2 | -2 | 0 | 3 | 7 | 3 | -4
CCc1nnc(NC(=O)CSc2nc(C)nc3c2c(=O)n(C)c(=O)n3C)s1 | 2 | -5 | -3 | 8 | 8 | 18 | 11 | 21 | 11 | -2 | -21
COc1cc(NC(=S)NC(=O)c2cc(C)cc(C)c2)ccc1NC(=O)c1cccs1 | 2 | -32 | · | -18 | -11 | 5 | 37 | -8 | -35 | 4 | 15
CC(CN1CCCCC1)OC(=O)Cc1ccc(Cl)cc1 (configuration not stated) | -1 | -2 | -4 | 10 | 10 | -16 | -7 | -4 | 0 | 10 | -2
Cc1csc(=NC(=O)c2ccccc2)n1CCO | 2 | -11 | -5 | 6 | -21 | -5 | -11 | -7 | -19 | 5 | -4
CC1=C([N+](=O)[O-])C(c2ccc(Cl)cc2)NC(=O)N1 (configuration not stated) | 2 | 0 | -19 | -20 | 20 | -8 | -21 | 10 | -4 | 18 | -8
COc1ccc(S(=O)(=O)N2CCCCCC2)cc1C(=O)N(C)Cc1c(F)cccc1Cl | 1 | 11 | -3 | -2 | 14 | 3 | 14 | 22 | 14 | -4 | -2
CCOCC(=O)Nc1ccc(F)c(F)c1 | -3 | -11 | -2 | 2 | 4 | 0 | -14 | 3 | -9 | -5 | 6
CCCCN1CCC(COC(=O)c2cc(Cl)c(N)c3c2OCCO3)CC1 | 2 | -13 | -4 | -10 | 6 | 0 | -8 | -8 | -15 | -10 | 2
O=C(c1cccc(-c2ccccc2F)c1)N1CC[C@@H](N2CCC(O)CC2)[C@H](O)C1 | 0 | -28 | -5 | -2 | 15 | 3 | 8 | -9 | 2 | 11 | 1
Cc1nc2ccc(S(=O)(=O)Nc3cccc(-c4nc5cccnc5s4)c3)cc2s1 | 6 | 71* | -5 | 14 | -14 | · | -10 | 18 | 10 | 7 | -14
COc1ccc(/C=N\NS(=O)(=O)c2ccc(C)cc2)cc1COc1ccccc1[N+](=O)[O-] | -1 | -6 | -3 | -3 | 13 | 2 | 5 | 7 | 6 | -5 | 3
CC(=O)c1ccc(NC(=O)/C(C#N)=C/c2ccncc2)cc1 | -2 | -31 | -6 | -1 | -3 | 0 | -4 | 7 | 2 | -4 | 6
COc1cc(C(=O)Nc2ccc(C)cc2C(NCC(=O)NN)c2ccccc2)cc(OC)c1OC (configuration not stated) | -4 | -3 | -17 | -29 | 7 | -44 | 15 | 3 | 5 | -7 | -3

Nothing new here: entries from further up.
Compound | NR2E3 ag-1 | NR2E3 ag-2 | CaV13 ICDI inh | CF NFkB inh | HIF-2a block | PDI inh | Shn3 3UTR inh | Peg3 prom inh | TRPM1 prom inh | Vif imaging | KKLEB tox
CC(=O)c1ccc(NC(=O)/C(C#N)=C/c2ccncc2)cc1 | -2 | -31 | -6 | -1 | -3 | 0 | -4 | 7 | 2 | -4 | 6
COc1cc(C(=O)Nc2ccc(C)cc2C(NCC(=O)NN)c2ccccc2)cc(OC)c1OC (configuration not stated) | -4 | -3 | -17 | -29 | 7 | -44 | 15 | 3 | 5 | -7 | -3

Single records, from the list above. Screens in order: NR2E3 ag-1 | NR2E3 ag-2 | CaV13 ICDI inh | CF NFkB inh | HIF-2a block | PDI inh | Shn3 3UTR inh | Peg3 prom inh | TRPM1 prom inh | Vif imaging | KKLEB tox
CCc1nnc(NC(=O)CSc2nc(C)nc3c2c(=O)n(C)c(=O)n3C)s1 as listed: 2 | -5 | -3 | 8 | 8 | 18 | 11 | 21 | 11 | -2 | -21
Cc1nc2ccc(S(=O)(=O)Nc3cccc(-c4nc5cccnc5s4)c3)cc2s1 as listed: 6 | 71* | -5 | 14 | -14 | · | -10 | 18 | 10 | 7 | -14
COc1cc(NC(=S)NC(=O)c2cc(C)cc(C)c2)ccc1NC(=O)c1cccs1 as listed: 2 | -32 | · | -18 | -11 | 5 | 37 | -8 | -35 | 4 | 15

Assay outcomes deposited in PubChem by several laboratories.
